Compound activity: PubChem, several laboratories
FXN GAA850 act – increases GAA850 frataxin promoter reporter activity; activation, % at 6 µM; HEK293 lucGAA850 FXN promoter luciferase reporter, 24 h; percent of 10 µM SAHA response; AID 540364; actives 0.56% (n = 360,000);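 active = activation above the average of all compounds screened plus 3 SD, cutoff fixed separately per campaign, cut at about 7.5% in these data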;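 note: 0% = DMSO wells and 100% = 10 µM SAHA wells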
NPR2 activator – GC-B (human) receptor activation | AID 1920062 | activation, % at 10 µM | HEK293-GC-B cells, CNP EC30, cGMP TR-FRET; 0% at EC30 CNP, 100% saturating CNP | actives 0.11% (n = 370,000) | P20594;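 active = activation at 10 µM reaching about 35% in either raw or pattern-adjusted values, limit read from the data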
NPR1 activator – GC-A (human) enzyme activation; HEK293 GC-A cells, cGMP TR-FRET, EC30 ANP; 0% at EC30 ANP, 100% saturating ANP; AID 1671463; activation, % at 10 µM; actives 0.14% (n = 370,000); P16066; in the data active = activation above about 40%
rCAG RNA binder – r(CAG) repeat RNA binding. TO-PRO-1 dye displacement fluorescence. inhibition, % at 3 µM. actives 1.3% (n = 370,000);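 active = inhibition above the plate cutoff, the mean of all test compounds on that plate plus 3 SD, cut at about 35% in these data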;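 note: 0% = DMSO alone and 100% = 100 µM mitoxantrone as full dye displacement; higher means more dye released from RNA so lower well fluorescence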
Tn6 DDE FP – disrupts Tn6 cyclic peptide binding to fibrin D-Dimer-E complex; P02675; Fibrin DD(E) TRITC-Tn6 fluorescence polarization displacement; inhibition, % at 8.3 µM; actives 0.21% (n = 370,000);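 active = inhibition above a per-campaign cutoff: mean of compounds within control limits plus 3 SD, cut at about 15% in these data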;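 note: 0% = median of all compound wells on the plate and 100% = blocking peptide control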
Target sequence (P02675 whole entry, looked up): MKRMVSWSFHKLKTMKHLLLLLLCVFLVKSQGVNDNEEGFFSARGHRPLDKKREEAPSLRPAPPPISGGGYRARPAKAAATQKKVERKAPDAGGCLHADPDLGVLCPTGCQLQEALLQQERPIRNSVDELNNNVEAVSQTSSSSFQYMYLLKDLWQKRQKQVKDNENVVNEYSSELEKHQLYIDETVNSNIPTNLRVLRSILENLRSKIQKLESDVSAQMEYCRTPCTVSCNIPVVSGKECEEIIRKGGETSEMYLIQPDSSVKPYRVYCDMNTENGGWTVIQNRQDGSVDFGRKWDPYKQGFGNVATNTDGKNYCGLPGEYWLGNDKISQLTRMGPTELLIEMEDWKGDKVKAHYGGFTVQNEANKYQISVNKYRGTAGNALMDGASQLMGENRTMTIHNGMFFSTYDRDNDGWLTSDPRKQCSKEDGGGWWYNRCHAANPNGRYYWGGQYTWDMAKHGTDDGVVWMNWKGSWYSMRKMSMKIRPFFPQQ
ADAM10 inh – inhibits human ADAM10. recombinant ADAM10, EDANS/DABCYL FRET peptide cleavage, 3 h. actives 0.62% (n = 370,000). AID 720582. inhibition, % at 7 µM. O14672;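 active = inhibition above a per-campaign cutoff equal to the mean of compounds falling between control-based bounds plus 3 SD, cut at about 20% in these data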;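 note: 0% = DMSO wells while the 100% control is not disclosed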
ASAP1 inh – inhibitors of human ASAP1 ArfGAP activity | ASAP1-stimulated ARF1 GTP hydrolysis, GDP FP detection | actives 0.19% (n = 360,000) | AID 624377 | Q9ULH1 | inhibition, % at 16.5 µM; in the data active = inhibition above about 25%;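 note: 0% = vehicle with enzyme and substrate and 100% = no enzyme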
sPLA2-III inh – Inhibits HGIII-sPLA2 liposome hydrolysis, primary screen | AID 743126 | actives 0.56% (n = 370,000) | QFRET BODIPY PC-A2 liposome hydrolysis, fluorescence | inhibition, % at 12.2 µM;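 active = inhibition above mean plus 3 SD of compounds lying within the high and low control bounds, cut at about 19% in these data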;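 note: 0% = median of test compound wells and 100% = no enzyme DMSO wells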
proKLK7 act – proKLK7 (human) activation, primary screen | P49862 | purified proKLK7, EDANS-DABCYL substrate fluorescence; 100% is mature enzyme control, 0% vehicle | activation, % at 7 µM | actives 0.9% (n = 370,000) | AID 652039;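 active = activation above the mean of all tested compounds plus 3 SD, computed per campaign excluding outliers beyond control limits, cut at about 13% in these data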
Target sequence (P49862 whole entry, looked up): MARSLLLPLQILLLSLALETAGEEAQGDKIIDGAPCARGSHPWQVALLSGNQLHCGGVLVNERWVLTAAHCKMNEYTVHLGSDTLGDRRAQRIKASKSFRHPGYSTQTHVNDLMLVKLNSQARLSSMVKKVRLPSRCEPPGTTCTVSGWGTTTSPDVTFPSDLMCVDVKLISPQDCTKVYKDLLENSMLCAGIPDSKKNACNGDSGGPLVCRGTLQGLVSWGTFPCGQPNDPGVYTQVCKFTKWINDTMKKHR
ARFGAP1 inh – rat ARFGAP1 inhibition; AID 651572; actives 0.26% (n = 360,000); Q62848; inhibition, % at 16.5 µM; Arfgap1-stimulated ARF1 GTP hydrolysis, GDP FP detection;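 active = inhibition above a per-plate limit, mean inhibition of low control wells plus 3 SD, cut at about 25% in these data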;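 note: 0% = DMSO wells with enzyme and 100% = wells lacking Arfgap1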
Target sequence (Q62848 1-136 limits assumed): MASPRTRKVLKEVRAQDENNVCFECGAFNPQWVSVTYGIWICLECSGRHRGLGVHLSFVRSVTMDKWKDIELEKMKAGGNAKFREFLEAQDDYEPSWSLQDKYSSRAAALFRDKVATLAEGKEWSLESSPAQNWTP
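System: truncated rat Arfgap1 GAP domain / Medium: HEPES-based buffer, pH 7.5 / Also added: N-terminally truncated human ARF1-GTP substrate / Incubation: enzyme reaction 120 min at 25 °C after 20 min preincubation / Measured by: FP of antibody-bound GDP Alexa 633 tracer, ex 620/em 688 nm / Replicates: singlicate, each compound tested once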
The depositor's hits bear a star; i = inactive; . = no result given.

Screens in order: FXN GAA850 act	NPR2 activator	NPR1 activator	rCAG RNA binder	Tn6 DDE FP	ADAM10 inh	ASAP1 inh	sPLA2-III inh	proKLK7 act	ARFGAP1 inh
> CNc1ccccc1C(C)(C)c1cn(-c2ccc([N+](=O)[O-])cc2)nn1
→ 1.2	-1	0	-4	2	3	3	2	-0.2	3
> O=C(Nc1nnc(-c2ccccc2)s1)c1ccccc1O
→ 1.0	-1	3	2	4	12	11	3	0.1	-4
> O=C(Nc1ccc(N2CCOCC2)cc1N1CCOCC1)c1ncoc1-c1cccc(F)c1
→ 2.6	3	4	4	2	4	-1	2	0.0	8
> N#CC1=C(SCC(N)=O)NC(=O)CC1c1ccccc1Cl (configuration not stated)
→ -1.2	-3	-4	2	2	-3	6	0	0.2	-6
> Cn1cc(P(=S)(N2CCOCC2)N2CCOCC2)cc1P(=S)(N1CCOCC1)N1CCOCC1
→ 2.0	1	4	3	-4	-8	11	11	0.0	-10
> O=C(Nc1cccc(C(F)(F)F)c1)/C(=C/c1ccco1)NC(=O)c1cccs1
→ 1.0	-12	0	11	-7	6	6	-6	-0.5	2
> O=C1NN=C2CCCCCCCCCCC12 (configuration not stated)
→ -0.4	2	6	2	-3	-9	0	3	0.5	-4
> CC[C@@H](C)[C@@H](C(=O)N1CCN(C(=O)OC(C)(C)C)CC1)n1cc(CCCCNC(=O)OC(C)(C)C)nn1
→ -4.2	8	3	-8	-5	1	3	-9	0.5	-11
> Cc1ccc(C)c(N2CCN(S(=O)(=O)c3cc4c(cc3Cl)NC(=O)CO4)CC2)c1
→ -1.0	3	-5	2	2	-13	-11	13	-0.8	0
> Cc1c(NC2=NC3(CCCCC3)Cc3ccccc32)c(=O)n(-c2ccccc2)n1C
→ 1.4	-2	6	-2	2	-1	10	6	-0.6	10
> O=C(CSC1=Nc2ccccc2C2CC=NN12)Nc1ccc(F)cc1Cl (configuration not stated)
→ 0.8	0	1	-1	-2	-1	7	-8	-0.4	4
> COc1ccccc1NC(=O)CSC(N)=O
→ 0.4	2	-1	-2	-6	-13	14	4	-0.2	-11
> C/C(=N\NC(=O)c1nn(C)cc1Br)c1ccc(NC(=O)c2ccncc2)cc1
→ 4.3	-2	-2	1	-2	-5	-3	5	-0.3	7
> CS(=O)(=O)Nc1cc2c3c(c1)CCC(=O)N3CCC2
→ 0.9	3	2	0	-1	-12	0	6	0.2	7
> COc1ccc(/C=C/C(=O)Oc2cc(O)cc(O)c2)cc1
→ -0.1	-3	2	6	2	14	14	-50	0.6	16
> CCN1CCN(C(=O)c2cc(-c3ccco3)nc3ccccc23)CC1
→ -0.7	-2	4	5	11	i	5	-4	84*	6
> COc1cccc(NC(=O)CN(C)C(C)C(=O)Nc2ccc(C(C)=O)cc2)c1 (configuration not stated)
→ 1.7	0	0	-2	-7	0	2	-7	-1.0	-3
> CCO[C@@H]1OC(C(=O)O)=C[C@H](c2ccc3c(c2)OCO3)[C@H]1CCCO
→ 0.0	2	2	2	-3	-5	13	-6	0.1	-3
> CCOC(=O)c1nn(-c2ccccc2)c2nnc(Cc3ccc(C)cc3)c(=O)n12
→ -0.9	-1	4	-3	-5	1	7	0	-0.6	9
> CCOC(=O)/C=C1\CC(=O)Nc2nonc2N1
→ -0.2	-4	0	4	5	-25	2	-16	0.9	12
> COC(=O)CN1C(=O)C(O)(CC(=O)c2cccc(Br)c2)c2ccccc21 (configuration not stated)
→ -1.3	-7	1	0	14	-16	0	0	-0.2	8
> Cc1ccc(C)c(S(=O)(=O)N2CCN(C(=O)CSc3ccccc3)CC2)c1
→ 2.7	-2	-1	-4	-5	10	-13	-11	-0.5	-5
> NC(=O)CSc1nc2scc(-c3ccc(Cl)cc3)c2c(=O)n1Cc1ccccc1
→ -2.4	-17	-36	6	-2	1	-2	5	0.4	6
> C=CCSc1n[nH]c(=O)n1-c1cccc(C(F)(F)F)c1
→ 0.9	-2	2	-2	-7	1	5	-7	-0.1	4
> Cc1ccc(CCC(=O)Nc2ccc(C)c(C)c2)o1
→ 0.3	3	0	-3	-3	2	12	-37	-0.3	-12
> CCc1cc(=O)oc2cc(OC(C)C(=O)O)c(Cl)cc12 (configuration not stated)
→ -2.8	5	-4	1	5	-153	27*	4	1.2	2
> CCN(C[C@H]1N[C@@](C)(C(=O)OC)[C@H]2C(=O)N(C)C(=O)[C@@H]12)S(=O)(=O)c1ccc(C(F)(F)F)cc1
→ -1.1	2	2	-1	-3	0	8	8	0.9	10
> CC(C)(C)c1cnnn1-c1ccc(/C=N/Nc2ccc([N+](=O)[O-])cc2)cc1
→ 4.0	0	2	4	-3	-8	1	-2	0.0	2
> O=C(Cc1ccc(Cl)cc1)NC1CCS(=O)(=O)C1 (configuration not stated)
→ -1.6	0	-1	4	-7	-4	7	-3	0.1	3
> CCOc1ccc(CCNC(=O)c2cccc(NC3=NC4CS(=O)(=O)CC4S3)c2)cc1OCC (configuration not stated)
→ -1.3	0	1	4	4	12	-9	-5	0.0	-3

Overlap with the part before: 2 compounds, then new ones.
Screens in order: FXN GAA850 act	NPR2 activator	NPR1 activator	rCAG RNA binder	Tn6 DDE FP	ADAM10 inh	ASAP1 inh	sPLA2-III inh	proKLK7 act	ARFGAP1 inh
> O=C(Cc1ccc(Cl)cc1)NC1CCS(=O)(=O)C1 (configuration not stated)
→ -1.6	0	-1	4	-7	-4	7	-3	0.1	3
> CCOc1ccc(CCNC(=O)c2cccc(NC3=NC4CS(=O)(=O)CC4S3)c2)cc1OCC (configuration not stated)
→ -1.3	0	1	4	4	12	-9	-5	0.0	-3
> Cc1cc(C#Cc2c(-c3ccccc3)n(C)c3ccccc23)ccc1F
→ 3.0	2	-2	2	5	-75	-6	5	-10	0
> CCOc1ccc(NC(=O)COC(=O)COc2cccc3c2OC(C)(C)C3)cc1
→ -0.6	1	6	-8	9	-10	4	0	0.0	8
> O=c1[nH][nH]c(C(F)(F)F)c1C=NCc1ccccc1Cl
→ -0.2	0	0	1	4	6	1	-4	0.7	3
> CC(C)c1c(C(=O)Nc2ccccc2)c(-c2ccccc2)c(-c2ccc(F)cc2)n1CC[C@@H](O)C[C@@H](O)CC(=O)O
→ -1.6	4	0	37*	6	10	-5	-20	0.4	4
> CC(=O)c1cc2c(cc1NC(=O)Cn1nc(-c3ccc(C)cc3)ccc1=O)OCO2
→ 0.2	-3	1	5	-4	-3	-16	-1	0.1	5
> CCC(=O)Nc1ccccc1C(=O)C(=O)Nc1ccccc1
→ 1.6	1	0	2	-2	-4	-11	1	-0.2	-3
> CCOC1CCCc2oc(-c3ccc(OC)cc3)c(C(=O)NCCCCO)c21 (configuration not stated)
→ .	-1	-2	-1	1	-314	2	13	1.5	-4
> CCOc1ccc(-c2c(C)n([O-])c3c([n+]2=O)CCCC3)cc1
→ 1.7	-1	-4	0	-2	-2	-14	-1	0.2	10
> O=C(N[C@@H](Cc1ccccc1)C(=O)OCc1ccccc1)c1nc[nH]c1C(=O)NCc1ccccc1
→ 1.1	5	-1	3	-4	21*	-9	-6	0.9	7
> N#CCSc1nc2c(c(C3CC=CCC3)c1C#N)CCC2 (configuration not stated)
→ 5.5	4	1	1	-16	-4	16	3	0.6	-12
> COc1cccc(C2=NOC(C(=O)Nc3cccc(C(C)=O)c3)C2)c1OC (configuration not stated)
→ -3.3	4	2	-1	-9	-3	-7	7	-0.4	0
> CCN(C(=S)Nc1cccc2ccccc12)c1ccccc1
→ -1.5	1	1	6	2	-103	0	3	-4.7	-3
> CC(C)(C)c1ccc(C(=O)N/C(=C\c2ccco2)C(=O)Nc2ccccc2C(=O)O)cc1
→ -1.4	1	-2	62*	0	-12	6	-17	-0.6	2
> CCOc1ccc2oc(C(=O)NCC3CCCO3)c(C)c2c1 (configuration not stated)
→ 2.6	-1	1	1	4	-102	11	-9	0.3	1
> Cc1ccc(S(=O)(=O)N(C)C)cc1NC(=O)COC(=O)/C=C/c1ccc2ccccc2n1
→ 2.9	-4	-2	2	6	-14	-3	-14	-0.4	-8
> O=c1c(Cc2ccccc2)c(O)nc2n1CCS2
→ -1.1	5	2	-1	4	-2	-5	-1	-0.3	8
> CCOC(=O)N1CCN(C(=O)CN2C(=O)COc3ccc(S(=O)(=O)N4CCOCC4)cc32)CC1
→ -1.6	3	1	-2	1	-1	-10	0	-0.3	14
> CC(C)=CCCC(C)CN(C)CCc1ccccn1 (configuration not stated)
→ 2.0	5	0	-4	5	-2	9	7	-0.4	-1
> COc1ccccc1CNC(=O)C1CCN(Cc2nc(-c3cccc(Cl)c3)oc2C)CC1
→ -1.1	-14	0	-7	-1	-7	5	-8	-0.2	9
> O=C(CN1C(=O)NC(Cc2c[nH]c3ccccc23)C1=O)NC1CC1 (configuration not stated)
→ -0.9	2	2	-2	-4	1	11	-5	1.2	17
> O=C(NCc1ccccc1)c1ccc(Cl)cc1
→ .	2	0	-2	-7	-4	5	-4	0.0	6
> O=C(COC(=O)c1ccccc1Br)NCC1CCCO1 (configuration not stated)
→ 2.2	8	1	-1	2	-14	-14	12	-0.4	-4
> O=C(NNC(=O)c1csc(-c2cccnc2)n1)Nc1ccc(Cl)cc1
→ 1.2	1	-5	2	4	7	0	-5	-0.4	-7
> CCOc1ccc(C2N(c3ccc(F)cc3)C(=O)C3CCCN32)cc1 (configuration not stated)
→ 2.5	1	3	1	0	-9	-1	3	-0.1	-7
> COc1cccc(CNC(=O)C2CCN(S(=O)(=O)c3ccc4c(c3)NC(=O)CO4)CC2)c1
→ 2.0	3	4	0	0	-7	6	-3	-0.1	1
> CC(C)NC(=O)/C(=C\c1cccc([N+](=O)[O-])c1)NC(=O)c1ccccc1
→ -2.0	3	1	0	1	1	-6	4	0.2	6
> CCN(CC)S(=O)(=O)c1ccc(-n2c(=O)c(C(C)C)c(C)n2C)cc1
→ -1.4	2	-1	-9	1	-5	6	5	0.5	6
> COc1cc(SC)ccc1C(=O)N1CCN(c2ccc(O)cc2)CC1
→ 1.1	6	2	-1	-3	-2	7	-5	0.0	21
> Cc1ccc(C(=O)c2nc3c(n2O)CCCC3)cc1
→ 1.3	0	1	-4	-14	5	-2	-5	0.3	-5
> O=C(O)Cn1nc(-c2ccc(Cl)cc2)ccc1=O
→ -0.3	4	2	3	4	-6	3	2	-0.5	5
> O=C(NCCCc1ccccc1)c1cccc([N+](=O)[O-])c1
→ 1.7	1	6	2	-12	-6	1	4	0.1	6
> CC1(C)c2ccccc2-n2c1cc1oc(=O)cc(O)c1c2=O
→ 0.1	2	-5	2	-2	8	1	4	0.0	3
> COc1cccc(/C=N/n2c(-c3ccco3)nc3ccccc3c2=O)c1OC
→ 0.5	0	5	0	-2	8	-3	-1	-0.5	3
> CCOc1ccc(S(=O)(=O)N2CCOCC2)cc1NC(=O)CSCC(=O)Nc1ccc(OC)cc1
→ 2.6	-3	-7	5	-1	-9	-2	-1	0.0	-3
> O=C(CCSc1ccccc1)NCCSCc1ccco1
→ 1.3	-3	0	4	1	0	3	1	0.7	0
> COC(=O)[C@]12C[C@H](CC(=O)NCCC(C)C)C(=O)N(CCc3ccc(OC)c(OC)c3)C1=C[C@H](C(C)C)O[C@@H]2C1CC1
→ .	6	6	3	4	-2	.	5	0.2	.
